Assay outcomes from PubChem BioAssay.
Integrin act MD: activators of alpha7 integrin expression for muscular dystrophy. alpha7betagal myoblasts, beta-gal FDG fluorescence, 48 h. Potency, µM (top dose mostly 38.3 µM), without a hit: top-dose activation, hits mostly activators. hit rate 0.064% among 350,000;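 note: potency is the fitted concentration of half-maximal effect; 100% = response of the positive control SU9516; nearly all actives have a fitted effect of over 60% in size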
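alpha7betagal+/- myoblasts (passage 13, 250/well) treated 48 h at 37C with compounds at 1:260 dilution of DMSO stock. Lysed, then beta-galactosidase activity read as FDG fluorescence (ex 480/em 540) after 30 min, with pre-read for autofluorescence.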
B2AR arrestin: recruits beta-arrestin to the human beta2-adrenergic receptor | beta-arrestin recruitment to beta2AR, cell-based reporter | hit rate 0.02% among 330,000 | Potency, µM (highest dose often 46.1 µM), for the others: top-dose activation, usual class: activators | P07550;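 note: potency is the fitted concentration of half-maximal effect; 0% = DMSO controls and full agonism = EC100 isoproterenol or metaproterenol; nearly all actives have a fitted effect of over 65% in size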
Eya2 inh: inhibitors of human Eya2 phosphatase activity | O00167 | recombinant Eya2, OMFP fluorescence dephosphorylation (OMFP is methylfluorescein phosphate) | Potency, µM (top dose mostly 76.9 µM), for inactives: top-dose activity, negative = inhibition, hits mostly inhibitors | hit rate 0.006% among 330,000; note: potency is the fitted concentration of half-maximal effect; % is set by controls: 0 for no effect and ±100 for the full control effect
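Eya2 (0.2 uM) preincubated 10 min at ambient with compound, then OMFP substrate added at 50 uM; 10 min reaction in 50 mM HEPES pH 7.5, 50 mM NaCl, 5 uM MgCl2, 0.05% BSA, 1 mM DTT. Fluorescence read at Ex 485/Em 525 nm.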
TRPV1 agonist: activates the human vanilloid receptor TRPV1 | hit rate 0.19% among 320,000 | AID 540275 | Q8NER1 | TRPV1-expressing cells, Fluo-8 calcium influx, agonist mode | activation, % at 8.33 µM; in the data active = activation above about 80%; inconclusive = between about 30% and that limit; note: 0% is about no effect
Target sequence (Q8NER1 whole entry, looked up): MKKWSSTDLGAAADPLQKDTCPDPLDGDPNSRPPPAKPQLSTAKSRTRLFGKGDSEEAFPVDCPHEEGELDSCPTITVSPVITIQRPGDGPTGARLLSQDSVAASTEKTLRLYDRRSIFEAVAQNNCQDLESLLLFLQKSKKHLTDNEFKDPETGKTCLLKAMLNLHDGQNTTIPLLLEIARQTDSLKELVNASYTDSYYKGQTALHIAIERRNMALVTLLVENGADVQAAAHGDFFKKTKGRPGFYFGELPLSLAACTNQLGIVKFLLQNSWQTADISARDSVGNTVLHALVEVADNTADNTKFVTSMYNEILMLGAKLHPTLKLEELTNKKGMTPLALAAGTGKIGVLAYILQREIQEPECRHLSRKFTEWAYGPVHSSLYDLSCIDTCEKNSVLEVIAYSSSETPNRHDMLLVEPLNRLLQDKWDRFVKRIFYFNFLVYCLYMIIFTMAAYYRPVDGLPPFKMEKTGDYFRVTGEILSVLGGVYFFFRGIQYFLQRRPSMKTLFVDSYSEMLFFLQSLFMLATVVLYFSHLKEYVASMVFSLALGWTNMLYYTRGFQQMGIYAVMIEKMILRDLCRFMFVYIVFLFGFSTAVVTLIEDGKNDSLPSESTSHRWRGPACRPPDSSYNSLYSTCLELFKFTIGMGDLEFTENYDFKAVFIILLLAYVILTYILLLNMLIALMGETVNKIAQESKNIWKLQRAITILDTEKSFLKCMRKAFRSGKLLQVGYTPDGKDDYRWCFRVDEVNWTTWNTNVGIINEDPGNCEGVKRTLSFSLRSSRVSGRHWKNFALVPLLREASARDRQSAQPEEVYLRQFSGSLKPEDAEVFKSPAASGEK
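Cells expressing TRPV1 were dye-loaded with Fluo-8 and read kinetically: 10 s baseline, 3 min after compound (agonist portion), then 2 min after EC20 capsaicin (allosteric enhancer portion). Calcium-bound dye fluorescence at 480/520 nm.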
USP2a inh: blocks human ubiquitin-specific protease USP2a | O75604 | hit rate 0.01% among 330,000 | USP2 core, Ub-CHOP2 coupled fluorogenic reporter, 485/531 | Potency, µM (titrated, usually from 38.3 µM), without a hit: at the top dose activity change, negative = inhibition, usual class: inhibitors;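 note: potency is the fitted concentration of half-maximal effect; plate controls were DMSO wells for no effect and full inhibition by NEM control for full effect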
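Deubiquitinase activity read as fluorescence (485/531 nm) after Ub-CHOP2 cleavage activates the enterokinase reporter on its substrate; USP2 core 10nM, Ub-CHOP2 and substrate 25nM each, 30min compound preincubation then 60min RT; data normalized to NEM, curves fitted.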
BRCA1 expr up: BRCA1 expression activation | MCF7-BRCA1-FFLuc reporter, luminescence, 48 h; response scale: scaled: vehicle 0%, 10 µM genistein 100% | Potency, µM (titrated, usually from 46.1 µM), for inactives: top-dose activation, hits mostly activators | hit rate 1.1% among 380,000 | AID 624202; note: potency is the fitted concentration of half-maximal effect; nearly all actives have a fitted effect of over 80% in size; some results filed as inactive show a strong effect at the top dose
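Luminescence from a BRCA1-driven firefly luciferase in MCF7 cells was the read-out, taken 15 min after substrate addition following 48 h compound exposure at 37 °C. Data were normalized to a 10 microM genistein control and DMSO vehicle.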
TSG101-PTAP inh: blocks PTAP/TSG101 interaction to inhibit HIV-1 budding. Q99816. Fluorescence polarization, FITC-PTAP peptide / Tsg101 binding. Potency, µM (highest dose often 115 µM), without a hit: top-dose activity change, negative = inhibition, hits mostly inhibitors. 340,000 tested, under 10 active; active = well fitted inhibition curve with a large enough effect in the main read-out, with a control signal flat, not every such curve was filed as active; inconclusive = small, poorly fitted or top-dose-only effect, or effect the other way, or a change in a side signal; inactive = no such curve, though single readings can be large or run the other way; note: potency is the fitted concentration of half-maximal effect; % of control where 0% means no effect
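FP read-out: FITC-PTAP peptide, 50 nM final, binding Tsg101 binding domain, 10 uM final; 20 min, r.t.; 10 mM HEPES pH 7.5, 0.15 M NaCl, 0.01% Tween 20, 3 mM EDTA, 0.1 mM TCEP.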
p53 reactivation: mutant p53 re-activation in reporter cells | H1299 p53-A138V BP100-luciferase reporter, luminescence, 24 h | Potency, µM (series often up to 92.2 µM), inactives show top-dose activity change, positive = activation, hits mostly activators | hit rate 0.063% among 320,000 | AID 504706; note: potency is the fitted concentration of half-maximal effect; % of control where 0% means no effect; nearly all actives have a fitted effect of over 45% in size
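p53-null H1299 cells stably carrying temperature-sensitive p53-A138V and a BP100-luciferase reporter were pinned with compounds (4-point, 1:5 series) and held 24 hrs at 37 deg C. Luminescence was read 10 min after detection reagent.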
S-ASM inh: blocks human secretory acid sphingomyelinase; Potency, µM (highest dose often 57.5 µM), for inactives: at the highest dose activity change, negative = inhibition, usual class: inhibitors; hit rate 0.006% among 340,000; AID 504937; placental ASM, HMU-PC fluorogenic substrate, 60 min; note: potency is the fitted concentration of half-maximal effect
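HMU-PC0 cleavage (9 uM final) by human placental ASM, 60 min at 37 °C following 10 min compound exposure at RT; stopped at pH 10, fluorescence Ex 386/Em 447 nm.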
ELG1 genotoxic: inducers of genotoxicity in HEK293T ELG1-luciferase cells | HEK293T ELG1-luciferase reporter, luminescence, 16 h | Potency, µM (highest dose often 46 µM), for the others: top-dose activity change, positive = activation, hits mostly activators | hit rate 1.3% among 330,000; note: potency is the fitted concentration of half-maximal effect; % of control where 0% means no effect; nearly all actives have a fitted effect of over 60% in size
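After overnight (16 hr) compound treatment at 37 °C, ELG1-luciferase HEK293T cells were lysed with ONE-Glo; luminescence quantified 30 min later at room temperature.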
uPA generation: cell surface uPA generation inhibition; cell surface uPA generation assay, qHTS; Potency, µM (titrated, usually from 38.3 µM), inactives show at the top dose activity change, negative = inhibition, actives largely listed as inhibitors; hit rate 0.31% among 330,000; active = well fitted inhibition curve with a large enough effect; inconclusive = small, poorly fitted or top-dose-only effect; inactive = no such curve, though single readings can be large or run the other way; tested in mouse RAW 264.7 cells; note: potency is the fitted concentration of half-maximal effect; % is set by controls: 0 for no effect and ±100 for the full control effect; nearly all actives have a fitted effect of over 55% in size
Starred values were filed as active, the others as inactive. Unless noted, calls come from the whole dose curve; as a rule, active = well fitted curve in the direction sought with a large enough effect; inconclusive = small, poorly fitted or top-dose-only effect, or another doubt; inactive = no such curve, though single readings can be large; an effect the other way counts as inactive or inconclusive. Hits appear at their usual frequency; any-hit rate near 2.6%.

Results for CN(c1ccccc1)c1ccc(/C=C(\CCC(=O)O)c2nc3ccccc3s2)cc1[N+](=O)[O-] ?
Integrin act MD: 8%; B2AR arrestin: 0.3%; Eya2 inh: -2%; TRPV1 agonist: 0; USP2a inh: 0%; BRCA1 expr up: -2%; TSG101-PTAP inh: -4%; p53 reactivation: 1%; S-ASM inh: -10%; ELG1 genotoxic: -1%; uPA generation: 13%

Results for CCc1ccccc1N(CC(=O)NC1CCCCC1)C(=O)CCC(=O)Nc1ccccn1 ?
Integrin act MD: -25%; B2AR arrestin: -1.1%; Eya2 inh: 6%; TRPV1 agonist: 1; USP2a inh: 1%; BRCA1 expr up: -1%; TSG101-PTAP inh: -2%; p53 reactivation: 0%; S-ASM inh: 4%; ELG1 genotoxic: 4%; uPA generation: 0%

How did COc1cc2c(C(=O)N3CCN(C4CCCCC4)CC3)cn(CC(C)C)c(=O)c2cc1OC do in these assays?
Integrin act MD: 18%; B2AR arrestin: -0.7%; Eya2 inh: -15%; TRPV1 agonist: -1; USP2a inh: -7%; BRCA1 expr up: -8%; TSG101-PTAP inh: 0%; p53 reactivation: -18%; S-ASM inh: 2%; ELG1 genotoxic: -1%; uPA generation: -1%

What do the screens show for `COc1ccccc1N(CC(=O)N1CCN(c2ccc(F)cc2)CC1)S(=O)(=O)c1ccc(C)cc1`?
Integrin act MD: 27%; B2AR arrestin: -0.1%; Eya2 inh: 6%; TRPV1 agonist: -4; USP2a inh: 0%; BRCA1 expr up: -32%; TSG101-PTAP inh: -6%; p53 reactivation: 4%; S-ASM inh: -3%; ELG1 genotoxic: -12%; uPA generation: 18%

Results for COC(=O)c1cc(NS(=O)(=O)c2ccc(N3CCCCCC3)c([N+](=O)[O-])c2)cc(C(=O)OC)c1 ?
Integrin act MD: 17%; B2AR arrestin: 0.5%; Eya2 inh: -15%; TRPV1 agonist: -3; USP2a inh: -8%; BRCA1 expr up: -12%; TSG101-PTAP inh: -1%; p53 reactivation: 8%; S-ASM inh: 17%; ELG1 genotoxic: 2%; uPA generation: 5%

Results for COc1ccc(CN2CCN(CCc3ccccc3)C(CCO)C2)c(O)c1 (stereo not given) ?
Integrin act MD: -3%; B2AR arrestin: -0.4%; Eya2 inh: -2%; TRPV1 agonist: 0; USP2a inh: 4%; BRCA1 expr up: -2%; TSG101-PTAP inh: -6%; p53 reactivation: 5%; S-ASM inh: -1%; ELG1 genotoxic: -2%; uPA generation: 0%

How did CC(C)(C)n1nnnc1C(c1ccccc1)N1CCc2ccccc2C1 (stereo not given) do in these assays?
Integrin act MD: -3%; B2AR arrestin: 0.1%; Eya2 inh: 17%; TRPV1 agonist: 9; USP2a inh: -1%; BRCA1 expr up: -6%; TSG101-PTAP inh: -6%; p53 reactivation: 19%; S-ASM inh: 3%; ELG1 genotoxic: 13%; uPA generation: 2%

What do the screens show for `N#CCC(CNc1ncc(C(F)(F)F)cc1Cl)OC(=O)c1cccc([N+](=O)[O-])c1` (stereo not given)?
Integrin act MD: 6%; B2AR arrestin: 0.0%; Eya2 inh: -26%; TRPV1 agonist: 13; USP2a inh: -1%; BRCA1 expr up: -10%; TSG101-PTAP inh: -2%; p53 reactivation: -19%; S-ASM inh: -12%; ELG1 genotoxic: -12%; uPA generation: inconclusive

How did O=C(CCN1C(=O)S/C(=C\c2ccc(Cl)cc2)C1=O)Nc1ccc(C(=O)O)cc1 do in these assays?
Integrin act MD: 6%; B2AR arrestin: -0.3%; Eya2 inh: 1%; TRPV1 agonist: 2; USP2a inh: 0%; BRCA1 expr up: 27%; TSG101-PTAP inh: -3%; p53 reactivation: inconclusive; S-ASM inh: 1%; ELG1 genotoxic: 13%; uPA generation: -3%

How did O=C(NC(=O)c1ccccc1)C1=C(N2CCCC2)COC1=O do in these assays?
Integrin act MD: 18%; B2AR arrestin: -0.2%; Eya2 inh: 0%; TRPV1 agonist: 0; USP2a inh: 0%; BRCA1 expr up: 118%; TSG101-PTAP inh: -2%; p53 reactivation: inconclusive; S-ASM inh: 0%; ELG1 genotoxic: inconclusive; uPA generation: -4%

How did CCN(CC)C(=O)Cn1cnc2c1c(=O)n(C)c(=O)n2C do in these assays?
Integrin act MD: 5%; B2AR arrestin: -0.2%; Eya2 inh: 5%; TRPV1 agonist: -1; USP2a inh: -1%; BRCA1 expr up: -3%; TSG101-PTAP inh: -3%; p53 reactivation: 3%; S-ASM inh: 1%; ELG1 genotoxic: -1%; uPA generation: 3%

How did COCCNC(=O)C(OC(=O)c1cccs1)c1ccccc1 (stereo not given) do in these assays?
Integrin act MD: -5%; B2AR arrestin: -0.5%; Eya2 inh: 10%; TRPV1 agonist: -4; USP2a inh: 2%; BRCA1 expr up: -9%; TSG101-PTAP inh: -3%; p53 reactivation: 5%; S-ASM inh: 4%; ELG1 genotoxic: 2%; uPA generation: -3%

Results for NNC(=O)[C@H](Cc1ccccc1)NC(=O)NCCc1ccccc1 ?
Integrin act MD: -38%; B2AR arrestin: 0.3%; Eya2 inh: -10%; TRPV1 agonist: 1; USP2a inh: 4%; BRCA1 expr up: 15%; TSG101-PTAP inh: 0%; p53 reactivation: -1%; S-ASM inh: 0%; ELG1 genotoxic: 5%; uPA generation: 4%

Results for O=C(COC(=O)CCC(=O)c1ccc(F)cc1)Nc1cccc(S(=O)(=O)N2CCOCC2)c1 ?
Integrin act MD: -13%; B2AR arrestin: 0.4%; Eya2 inh: -8%; TRPV1 agonist: 11; USP2a inh: 0%; BRCA1 expr up: 0%; TSG101-PTAP inh: 0%; p53 reactivation: 0%; S-ASM inh: -2%; ELG1 genotoxic: 0%; uPA generation: 0%

Results for CCCOc1ncnc2c1sc1nc3c(cc12)COC(C)(C)C3 ?
Integrin act MD: inconclusive; B2AR arrestin: 0.0%; Eya2 inh: 2%; TRPV1 agonist: 4; USP2a inh: 3%; BRCA1 expr up: 61%; TSG101-PTAP inh: 2%; p53 reactivation: 9%; S-ASM inh: 0%; ELG1 genotoxic: inconclusive; uPA generation: -40%

Results for Cc1nnc(SCC(=O)NC(C)(C)C)n1C1CCCCC1 ?
Integrin act MD: 10%; B2AR arrestin: -0.3%; Eya2 inh: -3%; TRPV1 agonist: -5; USP2a inh: 3%; BRCA1 expr up: -11%; TSG101-PTAP inh: -2%; p53 reactivation: -12%; S-ASM inh: 6%; ELG1 genotoxic: 0%; uPA generation: 4%

What do the screens show for `O=C(NCc1ccccn1)c1ccc(NS(=O)(=O)c2cccc([N+](=O)[O-])c2)cc1`?
Integrin act MD: 32%; B2AR arrestin: -0.2%; Eya2 inh: 1%; TRPV1 agonist: -1; USP2a inh: -8%; BRCA1 expr up: -6%; TSG101-PTAP inh: -2%; p53 reactivation: 3%; S-ASM inh: -3%; ELG1 genotoxic: 1%; uPA generation: 2%

How did Cc1cccc(C(=O)N2CCN(c3ccc([N+](=O)[O-])c(N4CCOCC4)c3)CC2)c1 do in these assays?
Integrin act MD: -11%; B2AR arrestin: 0.4%; Eya2 inh: -2%; TRPV1 agonist: 19; USP2a inh: 0%; BRCA1 expr up: -16%; TSG101-PTAP inh: 0%; p53 reactivation: -4%; S-ASM inh: inconclusive; ELG1 genotoxic: -1%; uPA generation: -3%

Results for CCN(CC)CCN1C(=O)C(=O)/C(=C(/O)c2ccc(OCC(C)C)cc2)C1c1ccncc1 (stereo not given) ?
B2AR arrestin: -0.3%; Eya2 inh: 9%; TRPV1 agonist: -1; USP2a inh: 3%; p53 reactivation: 4%; ELG1 genotoxic: 0%

How did CC(=O)c1cccc(NC(=O)c2cc(-c3ccco3)on2)c1 do in these assays?
Integrin act MD: -21%; B2AR arrestin: -0.4%; Eya2 inh: -9%; TRPV1 agonist: -2; USP2a inh: 2%; BRCA1 expr up: 10µM*; TSG101-PTAP inh: -1%; p53 reactivation: inconclusive; S-ASM inh: -3%; ELG1 genotoxic: inconclusive; uPA generation: 3%

Results for CC(Oc1cc2oc(=O)cc(-c3ccccc3)c2cc1Cl)C(=O)NCC1CCC(C(=O)O)CC1 (stereo not given) ?
Integrin act MD: 32%; B2AR arrestin: -1.4%; Eya2 inh: -9%; TRPV1 agonist: -1; USP2a inh: 0%; BRCA1 expr up: -4%; TSG101-PTAP inh: 1%; S-ASM inh: -3%; ELG1 genotoxic: 4%; uPA generation: 1%

What do the screens show for `Cc1ccc(-c2cc(C(=O)N/N=C/c3cccnc3)c3ccccc3n2)cc1C`?
Integrin act MD: 0%; BRCA1 expr up: -39%; TSG101-PTAP inh: -1%; S-ASM inh: -7%; uPA generation: 10µM*
